# Screening results (PubChem)
# UPR XBP1 act: activators of adaptive arm of unfolded protein response (XBP1) | activation, % at 20 µM | 330,000 compounds, 0.33% hits | CHO-XBP1 luciferase reporter, IRE1-XBP1 UPR activation, luminescence; percent of tunicamycin response, DMSO as zero;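 active = versus positive control, 20 µM dose yields 30% or more activation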;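 note: 100% = tunicamycin at 10 µg/mL and 0% = DMSO only wells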
#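 Material: CHO cell line with stable XBP1 luciferase reporter; schedule: 16-18 h cell attachment at 37 °C, then 6 h compound exposure; signal: glow luminescence from Steady-Glo reagent; medium: serum-containing F12 medium, 10% FBS; benchmarks: tunicamycin 10 µg/mL and vehicle-only wells; read-out: percent activation relative to tunicamycin reference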
# APJ ag: activates the human apelin receptor APJ. 330,000 compounds, 0.11% hits. AID 2520. CHO-K1 APJ PathHunter beta-arrestin, luminescence; 0% DMSO wells, 100% apelin. P35414. activation, % at 20 µM;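 active = activation more than six SD over the plate average, tested at 20 µM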;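 note: 0% = DMSO alone and 100% = apelin-13 at 10 nM; some results filed as inactive read as strong as hits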
# Target sequence (P35414 whole entry, looked up): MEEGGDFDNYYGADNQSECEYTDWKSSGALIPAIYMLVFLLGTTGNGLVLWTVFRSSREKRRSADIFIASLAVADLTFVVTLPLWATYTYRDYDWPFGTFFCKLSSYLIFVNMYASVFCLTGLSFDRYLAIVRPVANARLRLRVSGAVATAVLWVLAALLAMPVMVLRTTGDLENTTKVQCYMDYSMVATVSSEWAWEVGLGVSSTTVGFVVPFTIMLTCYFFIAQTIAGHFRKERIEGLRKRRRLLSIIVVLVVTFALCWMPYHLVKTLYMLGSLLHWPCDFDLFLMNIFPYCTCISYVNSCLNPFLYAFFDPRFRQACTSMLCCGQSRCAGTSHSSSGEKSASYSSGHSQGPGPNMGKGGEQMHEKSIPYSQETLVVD
#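 assay system = CHO-K1 APJ beta-arrestin complementation cell line | input = cell density 1000 per well | dosing = compound 20 µM once, DMSO 1% | timing = compound 90 min 25 °C, reagent 1 h | measured by = luminescence from split beta-galactosidase complementation, Galacton Star/Emerald II substrate | read-out basis = APJ agonist activity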
# TIM10 inh: inhibits growth of TIM10 yeast strain; S. cerevisiae TIM10 strain growth, BacTiter-Glo luminescence, 24 h; inhibition, % at 10 µM; 330,000 compounds, 1.4% hits; AID 463195;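 active = inhibition of 40% or more at the single tested concentration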;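 note: wild-type TIM10 isogenic control strain grown at permissive 25 °C; 0% = DMSO yeast wells and 100% = minimal medium wells without yeast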
# APJ antag: APJ receptor antagonism | 330,000 compounds, 0.32% hits | P35414 | CHO-K1 APJ beta-arrestin complementation, luminescence | AID 2521 | inhibition, % at 20 µM;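 active = inhibition above about 40% at 20 µM, limit read from the data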;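 note: cells challenged with 10 nM apelin-13 agonist together with compound; plate controls were apelin-13 plus DMSO wells for no effect and DMSO wells lacking apelin-13 for full effect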
# UPR CHOP act: apoptotic UPR (CHOP) activation | activation, % at 10 µM | CHO-CHOP luciferase reporter, luminescence; percent of tunicamycin response over DMSO baseline | 330,000 compounds, 0.34% hits | AID 449763;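 active = at 10 µM dose, activation of 40% or more, normalized to positive control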;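 note: 100% = tunicamycin at 10 µg/mL and 0% = DMSO alone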
#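 System: CHO-CHOP luciferase reporter cell line | Buffer or medium: F12 medium containing 10% fetal bovine serum | Doses: One dose, 10 µM in 0.5% DMSO | Times: 6 h compound exposure at 37 °C after overnight seeding | Signal: Luciferase luminescence | Read-out: % activation vs tunicamycin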
# tim23-1 inh: inhibits growth of tim23-1 mutant yeast | inhibition, % at 20 µM | S. cerevisiae tim23-1 growth, BacTiter-Glo luminescence, 24 h | 330,000 compounds, 1.3% hits;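 active = growth inhibition of the mutant yeast at or above 50%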;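 note: temperature-sensitive mutant grown at 25 °C; plate controls were DMSO-treated mutant yeast for no effect and medium wells lacking yeast for full effect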
# Mdm2 MdmX PPI: human Mdm2/MdmX binding inhibition; O15151+Q00987; 330,000 compounds, 3% hits; inhibition, % at 8 µM; AID 485346; SaOS-2 split-luciferase Mdm2/MdmX complementation, luminescence;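 active = inhibition of at least 50% at 8 µM in the primary screen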
# tim10-1 inh: tim10-1 yeast growth inhibition. 330,000 compounds, 2.2% hits. AID 463190. inhibition, % at 20 µM. S. cerevisiae tim10-1 ts strain growth, BacTiter-Glo, 24 h;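 active = inhibition of at least 40%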;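 note: mutant grown at 25 °C; 0% = DMSO wells with yeast and 100% = wells holding no yeast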
# CXCR6 inh: inhibitors of human CXCR6 receptor; CHO-K1 PathHunter CXCR6 beta-arrestin, luminescence; 360,000 compounds, 0.36% hits; inhibition, % at 20 µM; O00574; in the data active = inhibition above about 34%, passing the limit was not always enough;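 note: antagonist mode with CXCL16 agonist at 10 nM final; 0% = 10 nM CXCL16 with DMSO and 100% = unstimulated wells without agonist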
# Target sequence (O00574 whole entry, looked up): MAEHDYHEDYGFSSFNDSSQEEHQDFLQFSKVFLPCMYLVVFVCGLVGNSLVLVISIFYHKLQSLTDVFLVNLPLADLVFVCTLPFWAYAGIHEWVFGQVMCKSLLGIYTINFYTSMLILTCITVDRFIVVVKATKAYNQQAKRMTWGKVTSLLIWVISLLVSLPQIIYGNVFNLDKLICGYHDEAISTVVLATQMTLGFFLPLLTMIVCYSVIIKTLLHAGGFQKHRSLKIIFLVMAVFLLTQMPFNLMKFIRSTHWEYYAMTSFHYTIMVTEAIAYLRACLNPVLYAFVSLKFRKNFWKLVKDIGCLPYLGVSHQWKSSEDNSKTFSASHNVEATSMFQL
# Active calls of the source: *.
cpd	smiles	UPR XBP1 act	APJ ag	TIM10 inh	APJ antag	UPR CHOP act
1	COc1cccc(C2CC(=O)Nc3cc4c(cc32)OCCO4)c1OC(C)C (configuration not stated)	-4	-2	-3	4	-0.2
2	Cc1csc(NC(=O)c2nc3nccc(C)n3n2)n1	2	-1	-4	-10	3.2
3	CCCc1nnc(NC(=O)C2CC(=O)N(C3CCCC3)C2)s1 (configuration not stated)	3	-1	4	20	0.6
4	COc1ccccc1-c1cc(C(F)(F)F)nc(N2CCN(c3ccccc3)CC2)n1	0	1	-9	4	-0.3
5	COc1ccc(CN(C(=O)/C=C/c2ccccc2Cl)C2CCS(=O)(=O)C2)cc1 (configuration not stated)	0	-4	-32	4	1.0
6	Cc1noc(C)c1COc1ccc(C(=O)OC(C)C(=O)Nc2ccc(S(=O)(=O)N3CCOCC3)cc2)cc1 (configuration not stated)	-1	-2	14	-15	1.6
7	CCOCC(=O)Nc1cccc(NC(C)=O)c1	-3	2	2	11	0.3
8	Cc1ccc(CC(=O)NCc2ccc(Cl)cc2)cc1	4	-1	10	17	-0.7
9	CCOC(=O)[C@@H]1[C@H]2COc3ccccc3[C@H]2N2C(=O)N(c3ccc(OC)cc3)C(=O)[C@]12C	1	6	8	7	-1.1
10	Fc1ccc(CNC(=S)Nc2ccc(Cl)cc2Cl)cc1	-1	-2	14	13	3.0

cpd	tim23-1 inh	Mdm2 MdmX PPI	tim10-1 inh	CXCR6 inh
1	12	23	21	2
2	6	-40	-2	-1
3	-1	21	-16	3
4	2	25	-3	4
5	-13	15	-6	5
6	5	10	20	-3
7	-2	-2	-14	0
8	9	42	16	-6
9	19	8	5	12
10	-3	13	16	-3

# (next part)
cpd	smiles	UPR XBP1 act	APJ ag	TIM10 inh	APJ antag	UPR CHOP act
11	COC(=O)C(C)Sc1nnc(Cc2cc(=O)[nH]c(=O)[nH]2)n1-c1cc(C)ccc1C (configuration not stated)	-2	-3	7	1	-1.1
12	CN(C)C(=O)c1cnc(-c2ccccc2)nc1-c1ccccc1	3	-2	-10	-10	1.7
13	CC(C)(C)c1ccc(C(=O)Nc2ccc(C(=O)N3CCCC3)cc2)cc1	-3	6	13	27	-0.6
14	Cc1ccccc1OCC(=O)Nc1ccccc1-c1ccccc1	-1	-3	-28	6	0.0
15	Cn1ncc(Br)c1C(=O)OCC(=O)Nc1nc(-c2ccccc2)cs1	6	0	1	-39	3.1
16	CC(=O)N1C(=O)/C(=C2\SC(=S)N(NC(=O)c3ccc(O)cc3)C2=O)c2ccccc21	-2	6	23	-11	2.1
17	COc1ccc(N2CCN(CCCNC(=O)CCC(=O)N3CCOc4ccc(Cl)cc43)CC2)cc1	-1	-2	1	23	0.5
18	CN(CC(=O)NCCCN1CCOCC1)S(=O)(=O)c1ccc(F)cc1	-3	-2	4	9	-0.2
19	COc1ccccc1CC(=O)N1CCN(C(=O)c2ccco2)CC1	6	-5	-3	15	0.7
20	CN(C)c1cccc2c1c(NC(=O)Nc1ccc(Cl)cc1Cl)nn2C	6	7	-12	-39	2.3

cpd	tim23-1 inh	Mdm2 MdmX PPI	tim10-1 inh	CXCR6 inh
11	-4	10	-20	-3
12	21	15	12	0
13	44	9	29	6
14	20	0	-2	-1
15	8	-39	21	-7
16	12	-4	30	10
17	-9	20	11	6
18	1	-14	-18	0
19	-1	0	-8	14
20	3	16	6	2

# The results go on.
cpd	smiles	UPR XBP1 act	APJ ag	TIM10 inh	APJ antag	UPR CHOP act
21	O=C(c1ccccc1)N1CCCCC(S(=O)(=O)c2ccccc2)C1=O (configuration not stated)	-2	-5	1	3	-1.9
22	C=CC(=O)NCc1ccc(-c2csnn2)cc1	-3	-3	11	-12	1.4
23	Cc1cc(NC(=O)CON=C(N)CC(=O)Nc2ccccc2Cl)ccc1Br	-1	-4	-14	-56	-0.4
24	Cc1ccc2cc(CN(CCCO)S(=O)(=O)c3ccccc3F)c(=O)[nH]c2c1C	-2	-1	3	6	2.4
25	CC(=O)c1ccc(S(=O)(=O)N2CCN(C(=O)/C=C/c3ccc4ccccc4n3)CC2)cc1	-2	-1	-22	0	0.4
26	CCCCCCC1CC(C)(C(=O)CNc2nncs2)OC1=O (configuration not stated)	-2	-1	13	-13	-2.2
27	CCOc1cccc(NC(=O)c2ccc(S(=O)(=O)N3CCCC3)cc2)c1	-2	-1	-8	2	-0.3
28	COc1ccccc1CC(=O)Nc1ccc(S(=O)(=O)N2CCCC2)cc1	2	-1	-1	16	-1.1
29	COc1ccccc1NC(=O)CN1C(=O)NC2(CCCc3ccccc32)C1=O (configuration not stated)	-2	-1	4	6	-0.6
30	CCc1ccccc1NC(=O)C1CCCN(c2ncccn2)C1 (configuration not stated)	-2	0	11	14	0.0

cpd	tim23-1 inh	Mdm2 MdmX PPI	tim10-1 inh	CXCR6 inh
21	17	21	14	-2
22	20	-23	17	-1
23	-2	24	4	-3
24	24	7	14	-2
25	-15	80*	3	-7
26	26	7	16	11
27	9	9	13	-5
28	6	20	5	1
29	24	-7	16	-2
30	12	-11	-11	-9

# The list goes on.
cpd	smiles	UPR XBP1 act	APJ ag	TIM10 inh	APJ antag	UPR CHOP act
31	CC(=O)Nc1ccc(NC(=O)c2cc[n+]([O-])cc2)cc1	4	1	13	-9	1.2
32	O=C(CN1C(=O)NC2(CCCCC2)C1=O)Nc1cccc(S(=O)(=O)N2CCCC2)c1	-1	3	1	2	-0.6
33	O=C(NNC(=O)c1c(O)c2ccccc2[nH]c1=O)c1ccccc1Br	0	-3	20	-13	-0.3
34	Cc1nnc(CN(C)C(=O)CC2C(=O)NCCN2Cc2ccccc2C)o1 (configuration not stated)	1	-3	-6	3	-1.0
35	COc1ccc(C(=O)Cc2cc3ccccc3oc2=O)cc1	-1	2	12	2	3.8
36	Cc1nnc(NC(=O)CN2CCN(Cc3c(Cl)cccc3Cl)CC2)s1	0	0	-2	5	-0.4
37	COCCNC(=S)N1CCC(c2nc(-c3ccc(F)cc3)no2)CC1	-2	-3	11	10	0.9
38	CCN1CCN(c2nc(C)c3c(n2)CCCC3=O)CC1	-2	-5	-1	17	-0.2
39	CCOC(=O)C1(CCOc2ccccc2)CCN(Cc2cccc(OCCO)c2)CC1	-6	0	9	-11	3.8
40	COc1ccccc1C(=O)OCCN=C1NS(=O)(=O)c2ccccc21	2	-1	3	12	0.2

cpd	tim23-1 inh	Mdm2 MdmX PPI	tim10-1 inh	CXCR6 inh
31	0	1	10	-1
32	8	2	8	6
33	33	13	-23	-8
34	-13	4	-13	-1
35	5	-29	15	4
36	-5	-1	-2	4
37	6	-2	12	-9
38	-4	-13	0	8
39	14	9	6	3
40	-4	1	-11	-8

# The list continues:
cpd	smiles	UPR XBP1 act	APJ ag	TIM10 inh	APJ antag	UPR CHOP act
41	O=C(NC(NCc1ccccc1)C(Cl)(Cl)Cl)c1cccnc1 (configuration not stated)	0	-1	-2	6	0.3
42	CCc1nnc(NC(=O)CSc2nc3cc(OC)c(OC)cc3cc2C)s1	1	0	17	-10	0.4
43	COc1ccccc1N1CCN(C(=O)CSc2ccccc2)CC1	-1	-1	15	-5	3.8
44	Cc1cccc2cc(CN(CC3CCCO3)C(=O)c3ccncc3)c(=O)[nH]c12 (configuration not stated)	0	-5	-7	1	-1.9
45	NC(=NCCc1c[nH]c2ccccc12)NS(=O)(=O)c1cc(F)ccc1F	2	-1	4	8	0.6
46	O=C(CCc1ccccc1)NNC(=O)c1ccccc1Cl	-1	1	-5	9	0.1
47	COc1ccc(CC(=O)Nc2cc(Cl)ccc2C(=O)O)cc1	-3	-2	6	2	-0.6
48	Cc1cc(C)c(C(=O)Cn2nc(C)c([N+](=O)[O-])c2C)cc1C	-2	-2	0	4	-0.4
49	O=C(CSc1ccccc1C(=O)N1CCN(c2ccccc2)CC1)N1CCCC1	1	-4	-15	16	-0.1
50	CCOc1ccc(S(=O)(=O)N2CCN(C(=O)CCOc3ccccc3C)CC2)cc1	-1	3	16	21	1.6

cpd	tim23-1 inh	Mdm2 MdmX PPI	tim10-1 inh	CXCR6 inh
41	14	-11	5	-1
42	33	10	34	-12
43	23	-28	31	-11
44	-2	14	10	3
45	14	-9	17	-1
46	-7	27	4	-2
47	11	8	-2	-10
48	20	24	4	7
49	5	5	-14	-2
50	28	15	32	-2

# Other records follow.
cpd	smiles	UPR XBP1 act	APJ ag	TIM10 inh	APJ antag	UPR CHOP act
51	COc1ccc(O)c(-c2[nH]ncc2C(=O)c2cccc(C)c2)c1	-1	-3	14	13	1.1
52	CCc1ccccc1NC(=O)CSc1nnc(CNC(=O)c2ccco2)n1C	0	-2	-17	18	-0.7
53	Clc1ccc2nc(C3CCN(Cc4ccccc4)CC3)[nH]c2c1	-1	2	1	-4	-0.8
54	NC(=O)c1nsc(C(=O)N(Cc2cccnc2)C(C(=O)NCc2ccc(F)cc2)c2ccc(O)cc2)c1N (configuration not stated)	-3	-2	2	-1	-2.4
55	CCn1c(SCC(=O)NCCCN2CCCC2=O)nnc1-c1cccc(C)c1	0	-1	13	11	0.0
56	Cc1ccnc(NCc2cccc3ccccc23)c1	2	-4	-9	-8	1.5

cpd	tim23-1 inh	Mdm2 MdmX PPI	tim10-1 inh	CXCR6 inh
51	8	-2	-5	-4
52	9	16	6	-3
53	8	1	-6	-1
54	-7	7	-13	-7
55	4	16	10	4
56	13	19	10	13

# Reprinted at random: 2 records from the list.
cpd	smiles	UPR XBP1 act	APJ ag	TIM10 inh	APJ antag	UPR CHOP act
52	CCc1ccccc1NC(=O)CSc1nnc(CNC(=O)c2ccco2)n1C	0	-2	-17	18	-0.7
54	NC(=O)c1nsc(C(=O)N(Cc2cccnc2)C(C(=O)NCc2ccc(F)cc2)c2ccc(O)cc2)c1N (configuration not stated)	-3	-2	2	-1	-2.4

cpd	tim23-1 inh	Mdm2 MdmX PPI	tim10-1 inh	CXCR6 inh
52	9	16	6	-3
54	-7	7	-13	-7

# Grouped by structure, those above containing fluorine
cpd	smiles	UPR XBP1 act	APJ ag	TIM10 inh	APJ antag	UPR CHOP act
4	COc1ccccc1-c1cc(C(F)(F)F)nc(N2CCN(c3ccccc3)CC2)n1	0	1	-9	4	-0.3
10	Fc1ccc(CNC(=S)Nc2ccc(Cl)cc2Cl)cc1	-1	-2	14	13	3.0
18	CN(CC(=O)NCCCN1CCOCC1)S(=O)(=O)c1ccc(F)cc1	-3	-2	4	9	-0.2
24	Cc1ccc2cc(CN(CCCO)S(=O)(=O)c3ccccc3F)c(=O)[nH]c2c1C	-2	-1	3	6	2.4
37	COCCNC(=S)N1CCC(c2nc(-c3ccc(F)cc3)no2)CC1	-2	-3	11	10	0.9
45	NC(=NCCc1c[nH]c2ccccc12)NS(=O)(=O)c1cc(F)ccc1F	2	-1	4	8	0.6
54	NC(=O)c1nsc(C(=O)N(Cc2cccnc2)C(C(=O)NCc2ccc(F)cc2)c2ccc(O)cc2)c1N (configuration not stated)	-3	-2	2	-1	-2.4

cpd	tim23-1 inh	Mdm2 MdmX PPI	tim10-1 inh	CXCR6 inh
4	2	25	-3	4
10	-3	13	16	-3
18	1	-14	-18	0
24	24	7	14	-2
37	6	-2	12	-9
45	14	-9	17	-1
54	-7	7	-13	-7

# Some of the compounds tested. The share of hits here may be higher or lower than overall.
